PLCg1 inh = PLC-gamma1 enzyme inhibitors, primary screen, biochemical, fluorescence, purified enzyme; 1-phosphatidylinositol 4,5-bisphosphate phosphodiesterase gamma-1 (Homo sapiens), P19174; fluorogenic substrate; inhibition, % at 12.2 µM; 370,000 compounds, 0.84% hits; AID 720700, 2013; in the data active means inhibition above about 9.5%
Tn7 DDE FP = inhibitors of Tn7 peptide binding to fibrin DD(E), primary screen, biochemical, fluorescence polarization, human fibrin, Tn7 probe | FP displacement of FITC-Tn7 peptide from fibrin DD(E); 0% = median of compound wells per plate | inhibition, % at 8.3 µM | 370,000 compounds, 0.13% hits;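 active means inhibition above the mean of compounds falling within the control limits plus 3 SD of them, cut at about 14% in these data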;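 further: 0% = plate median of compound wells and 100% = 10 µM Aha-Tn7 peptide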
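Also added: labelled Tn7 tracer, 0.1 µM; Assay system: human fibrin DD(E) protein; Amount: 2 µM fibrin DD(E); Schedule: 10 min compound pre-incubation, 3 h probe incubation at room temperature; Repeats: one replicate per compound; Read-out basis: percent inhibition; Measured by: fluorescence polarization of the labelled Tn7 tracer.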
UHRF1 binding = UHRF1 methylated DNA binding inhibitors, primary screen, counter-screen for MBD2 inhibitor project, biochemical, TR-FRET, human UHRF1, single concentration | E3 ubiquitin-protein ligase UHRF1 (Homo sapiens), Q96T88 | UHRF1 binding to methylated oligo | inhibition, % at 4.4 µM | 370,000 compounds, 0.75% hits; in the data active means inhibition above about 21%;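 further: UHRF1 SRA domain binding a hemimethylated CpG hairpin DNA probe; 0% = median of test compound wells and 100% = reference inhibitor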
Target sequence (Q96T88 whole entry, looked up, the tested form may be a part): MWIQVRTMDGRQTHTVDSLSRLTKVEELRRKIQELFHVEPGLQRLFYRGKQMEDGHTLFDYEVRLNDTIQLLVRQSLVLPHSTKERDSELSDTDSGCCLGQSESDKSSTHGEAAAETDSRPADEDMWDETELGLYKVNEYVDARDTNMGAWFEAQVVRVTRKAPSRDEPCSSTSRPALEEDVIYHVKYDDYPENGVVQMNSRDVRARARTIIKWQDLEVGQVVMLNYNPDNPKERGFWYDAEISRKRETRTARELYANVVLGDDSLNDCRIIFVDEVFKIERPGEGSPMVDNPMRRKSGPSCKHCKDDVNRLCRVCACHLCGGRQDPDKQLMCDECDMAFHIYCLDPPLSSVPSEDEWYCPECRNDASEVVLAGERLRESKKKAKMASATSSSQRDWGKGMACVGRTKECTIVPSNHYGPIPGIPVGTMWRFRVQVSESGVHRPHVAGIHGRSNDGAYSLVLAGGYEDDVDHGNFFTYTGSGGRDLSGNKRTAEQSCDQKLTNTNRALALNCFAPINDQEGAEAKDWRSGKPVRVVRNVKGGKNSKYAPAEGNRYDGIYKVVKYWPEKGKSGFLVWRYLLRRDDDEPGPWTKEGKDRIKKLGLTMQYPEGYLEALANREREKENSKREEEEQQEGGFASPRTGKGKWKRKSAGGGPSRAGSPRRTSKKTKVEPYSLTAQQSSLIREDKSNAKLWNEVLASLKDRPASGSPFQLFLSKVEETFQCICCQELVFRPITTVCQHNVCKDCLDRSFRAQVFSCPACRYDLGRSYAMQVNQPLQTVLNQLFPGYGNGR
KLK7 zymogen act = proKLK7 zymogen activators, primary screen, biochemical, fluorescence intensity | Kallikrein-7 (Homo sapiens), P49862 | purified proKLK7, EDANS-DABCYL substrate fluorescence; 100% is mature enzyme control, 0% vehicle | activation, % at 7 µM | 370,000 compounds, 0.9% hits | AID 652039, 2013;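 active means activation above the mean of all tested compounds plus 3 SD, computed per campaign excluding outliers beyond control limits, cut at about 13% in these data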
ARFGAP1 inhibitor = inhibitors of rat ARFGAP1 GAP activity, primary screen, biochemical, fluorescence polarization, GDP tracer | Arfgap1-stimulated ARF1 GTP hydrolysis, GDP FP detection | inhibition, % at 16.5 µM | 360,000 compounds, 0.26% hits;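 active means inhibition above a per-plate limit, mean inhibition of low control wells plus 3 SD, cut at about 25% in these data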;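 further: 0% = DMSO wells with enzyme and 100% = wells lacking Arfgap1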
Target sequence (Q62848 1-136 limits assumed): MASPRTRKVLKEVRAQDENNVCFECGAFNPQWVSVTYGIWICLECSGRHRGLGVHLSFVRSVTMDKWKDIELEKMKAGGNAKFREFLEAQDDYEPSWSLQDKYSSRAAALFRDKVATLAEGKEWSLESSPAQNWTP
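Repeats: one replicate per compound; assay system: rat Arfgap1 catalytic domain, aa 1-136; times: enzyme reaction 120 min at 25 °C after 20 min preincubation; detection: FP of antibody-bound GDP Alexa 633 tracer, ex 620/em 688 nm; benchmarks: high control wells lacking Arfgap1, low control full reaction with DMSO; reagent: human ARF1(Δ1-17)-GTP substrate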
ASAP1 inh = inhibitors of human ASAP1 ArfGAP activity, primary screen, biochemical, fluorescence polarization; ASAP1-stimulated ARF1 GTP hydrolysis, GDP FP detection; 360,000 compounds, 0.19% hits; AID 624377, 2012; inhibition, % at 16.5 µM; in the data active means inhibition above about 25%;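 further: 0% = vehicle with enzyme and substrate and 100% = no enzyme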
PLCb3 inh = human PLC-beta3 inhibitors, primary screen, biochemical, fluorescence; Purified PLC-beta3, fluorogenic substrate; inhibition, % at 12.2 µM; 370,000 compounds, 0.18% hits; 1-phosphatidylinositol 4,5-bisphosphate phosphodiesterase beta-3 (Homo sapiens), Q01970; AID 720704, 2013; in the data active means inhibition above about 11%;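 further: 0% = median of compound wells on plate and 100% = full blocker control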
MBD2 inh = inhibitors of MBD2 binding to methylated DNA, primary screen, biochemical, TR-FRET, DNA-binding domain, human; Methyl-CpG-binding domain protein 2 (Homo sapiens), Q9UBB5; MBD2 binding to methylated oligonucleotide; inhibition, % at 4.4 µM; 370,000 compounds, 0.31% hits; in the data active means inhibition above about 13%
ADAM17 inh = ADAM17 inhibitors, primary screen, biochemical, QFRET; recombinant ADAM17, EDANS/DABCYL FRET peptide cleavage; AID 720648, 2013; inhibition, % at 6.95 µM; 370,000 compounds, 0.83% hits; Disintegrin and metalloproteinase domain-containing protein 17 (Homo sapiens), P78536;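 active means inhibition above the mean of compounds lying between control limits plus 3 SD, set per campaign, cut at about 8.5% in these data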;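 further: 0% = DMSO-only wells as the low control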
DDE Tn6 FP inh = inhibitors of Tn6 peptide binding to fibrin DD(E), primary screen, biochemical, fluorescence polarization, human fibrin, Tn6 probe. Fibrin DD(E) TRITC-Tn6 fluorescence polarization displacement. AID 720509, 2013. inhibition, % at 8.3 µM. 370,000 compounds, 0.21% hits. Fibrinogen beta chain (Homo sapiens), P02675;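 active means inhibition above a per-campaign cutoff: mean of compounds within control limits plus 3 SD, cut at about 15% in these data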;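 further: 0% = median of all compound wells on the plate and 100% = blocking peptide control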
* hit, by the source's call; i = inactive.

Order of results: PLCg1 inh	Tn7 DDE FP	UHRF1 binding	KLK7 zymogen act	ARFGAP1 inhibitor	ASAP1 inh	PLCb3 inh	MBD2 inh	ADAM17 inh	DDE Tn6 FP inh
Cc1coc2c1c(C)cc1oc(=O)c(CC(=O)N[C@@H](CC(C)C)C(=O)O)c(C)c12
 : -448	-3	-2	11	17	-3	i	-7	-264	-7
Cc1cccc(Cc2ncc(C(F)(F)F)cc2Cl)c1
 : 0	3	1	-0.8	10	10	-2	0	-2	-1
Cc1nnc2c3ccccc3ccn12
 : 2	1	3	-0.2	-5	4	-1	4	-6	2
CSCC[C@H](NC(=O)OC(C)(C)C)c1nnc(SCC(=O)N(C)C)o1
 : 0	1	-1	0.6	-1	-2	0	-1	-4	0
c1ccc(C2(c3ccccc3)OCC(Cn3cncn3)O2)cc1 (configuration not stated)
 : 3	0	0	0.3	-10	3	1	2	-2	5
CN(C(=O)COC(=O)c1ccc2[nH]c3c(c2c1)CCCC3)C1CCS(=O)(=O)C1 (configuration not stated)
 : -22	-3	3	2.4	5	-14	-28	2	-9	2
Clc1ccc(Cc2nnc(-c3ccccc3Br)o2)cc1
 : -1	0	1	-0.3	-1	20	-2	2	-1	-4
CN1CCN(c2ccc(NC(=O)COc3ccccc3[N+](=O)[O-])cc2)CC1
 : 6	-3	0	-0.5	-5	8	4	-1	-4	8
COc1cccc(/C=C/C(=O)Nc2ccc3[nH]c(=O)[nH]c3c2)c1
 : -11	-8	0	1.2	15	16	-24	-1	-6	-8
S=c1[nH]nc(-c2ccccn2)n1/N=C/c1cccc2ccccc12
 : 3	7	4	-0.3	9	-3	-2	-3	2	0
CCCCOC(=O)Nc1ccc2c(C)cc(=O)oc2c1
 : -79	3	-2	-1.8	10	-6	-74	2	-128	2
CC(C)Oc1ccc(CC2CC(=O)NC2=O)cc1 (configuration not stated)
 : 0	9	5	0.0	1	-5	-2	-1	-7	2
CN(C(=O)CN1C(=O)c2ccccc2S1(=O)=O)C1CCCCC1
 : -2	0	2	0.4	-5	-13	1	-1	-6	-2
COc1cccc(C(=O)/C=C/Nc2ccc(S(=O)(=O)Nc3nc(C)cc(C)n3)cc2)c1
 : -37	3	4	0.9	5	-1	-48	2	-6	3
O=C(N/C(=C/C=C\c1ccccc1)C(=O)N1CCOCC1)c1ccc(Br)cc1
 : -4	-7	-3	0.9	9	14	-7	-2	1	-10
N#Cc1c(C(F)(F)F)cc(-c2ccccc2)nc1SCC(=O)N1CCOCC1
 : -5	3	-3	0.3	1	-9	-4	-4	-5	13
COC(CNC(=S)Nc1ccc([N+](=O)[O-])cc1)OC
 : 2	1	0	0.3	-4	-7	2	-1	0	0
CN1CCN(C(=O)C2CCN(S(=O)(=O)c3ccccc3[N+](=O)[O-])CC2)CC1
 : -4	1	3	0.1	2	-15	4	3	-4	1
CC(NC(=O)/C=C/c1ccccc1[N+](=O)[O-])C1CC2CCC1C2 (configuration not stated)
 : 1	-4	0	-0.6	4	-1	-3	1	1	0
C=CCOC(=O)C1=C(C)NC(=S)NC1/C=C/c1ccccc1 (configuration not stated)
 : 3	5	12	0.6	-1	23	-11	8	-3	-7
Cc1oc2c(C)c3oc(=O)c(CCC(=O)N4CCC(C(=O)NCCC(=O)O)(c5ccccc5)CC4)c(C)c3cc2c1C
 : i	-3	2	11	12	12	i	2	-102	-4
COc1cc(/C=N/NC(=O)c2ccc3c(c2)OCO3)ccc1O
 : -28	5	-2	0.8	4	10	-50	-7	-4	-3
Cc1oc(-c2cccc(F)c2)nc1CN1CCCCC1CCc1ccccn1 (configuration not stated)
 : -3	7	-1	-0.8	-5	1	0	-8	-3	-7
Cc1ccc(NCC(=O)Nc2ccc(F)c(Cl)c2)cc1S(=O)(=O)N1CCOCC1
 : 9	-14	3	0.0	3	-8	3	-3	6	-4
CCC(C)(C)NC(=O)C(c1ccccc1F)N(Cc1ccco1)C(=O)c1csnn1 (configuration not stated)
 : 0	7	0	0.2	-4	2	-1	-2	0	1
CC(C)Cc1nnc(NC(=O)CCC(=O)N2CCN(C3CCCC3)CC2)s1
 : -3	1	2	0.1	2	-2	-10	3	-4	4
Cc1nc2c3ccccc3n(CC(=O)c3ccc(F)cc3)c(=O)n2n1
 : 4	4	1	0.0	-13	5	1	-7	-3	-1
COc1cc(C=O)ccc1OCCSc1ccc(Cl)cc1
 : -1	3	-2	-0.6	-3	-8	-3	2	2	6
CC1(C(=O)Nc2ccc3c(c2)OCCO3)CSCC(=O)N1CCOc1ccccc1 (configuration not stated)
 : 1	-3	0	-0.1	0	18	0	-4	0	-2
S=c1[nH]nc(-c2ccc(Br)cc2)n1Cc1ccccc1
 : -1	-3	-3	0.0	-8	-1	-2	2	1	-1

2 entries from above in a different format.
Molecule	PLCg1 inh	Tn7 DDE FP	UHRF1 binding	KLK7 zymogen act	ARFGAP1 inhibitor	ASAP1 inh	PLCb3 inh	MBD2 inh	ADAM17 inh	DDE Tn6 FP inh
Cc1cccc(Cc2ncc(C(F)(F)F)cc2Cl)c1	0	3	1	-0.8	10	10	-2	0	-2	-1
Cc1nc2c3ccccc3n(CC(=O)c3ccc(F)cc3)c(=O)n2n1	4	4	1	0.0	-13	5	1	-7	-3	-1

Following part
Order of results: PLCg1 inh	Tn7 DDE FP	UHRF1 binding	KLK7 zymogen act	ARFGAP1 inhibitor	ASAP1 inh	PLCb3 inh	MBD2 inh	ADAM17 inh	DDE Tn6 FP inh
CCOc1cc([N+](=O)[O-])c2nc(N)sc2c1
 : 4	-3	-7	0.2	2	8	-2	-16	-2	-6
CC1(C(=O)NS(=O)(=O)Cc2ccccc2)CCN1C(=O)Cc1ccccc1 (configuration not stated)
 : -1	5	1	-0.8	5	8	-2	2	-4	3
O=S(=O)(NC1CCN(Cc2ccccc2)CC1)c1ccc(Cl)cc1
 : 1	7	0	-0.1	10	1	6	2	-4	8
COc1cc(-c2cc(C(=O)Nc3ccc(S(=O)(=O)Nc4ncccn4)cc3)c3ccccc3n2)cc(OC)c1OC
 : -4	-2	3	0.6	3	0	-7	-5	-3	5
O=C(COC(=O)c1ccc(F)cc1F)Nc1cc(S(=O)(=O)N2CCOCC2)ccc1Cl
 : 2	0	-1	0.1	-2	-9	-4	-2	-3	-6
Cc1ccccc1OCC(=O)N(Cc1ccco1)c1c(N)n(Cc2ccccc2)c(=O)[nH]c1=O
 : 0	-5	-1	-0.2	10	1	-5	-7	0	3
CN1CCN(C(=O)c2ccc3c(=O)n(CCc4ccccc4)c(=S)[nH]c3c2)CC1
 : 0	-2	-4	0.8	4	3	3	-2	-2	-3
Cc1ccc(C)c(-n2c(CNC(=O)c3ccco3)nnc2SCC(=O)Nc2nccs2)c1
 : 2	-1	0	0.1	0	-2	5	1	-1	-8
CCc1ccc(NC(=S)N(CCCN2CCOCC2)Cc2ccco2)cc1
 : -1	-1	-2	-0.2	-2	10	-8	-1	-4	8
Cc1ccc(NC(=O)CCC(=O)Nc2nnc(C3CCCCC3)s2)cc1
 : -1	3	1	-0.3	-1	3	-4	2	0	4
CCOc1ccc(N2CC(C(=O)NC3=NCCS3)CC2=O)cc1 (configuration not stated)
 : 3	3	5	1.0	-17	-4	-5	-4	0	-1
O=C(N/N=C/c1ccco1)c1cnccn1
 : 5	-5	-1	0.5	4	-5	0	-1	3	0
O=C1CC2(CCN(C(=O)c3cccc(Br)c3)CC2)Oc2ccccc21
 : -14	-5	-2	0.1	0	-2	-15	-2	-33	1
CCCCOC(=O)Nc1ccc(S(=O)(=O)Nn2cnnc2)cc1
 : 3	-12	-3	0.2	-8	9	2	-6	1	4
CCOc1cc(N2CCOCC2)c(OCC)cc1NC(=O)CSc1ccccc1C(=O)O
 : 5	-8	11	-0.2	-5	-3	-9	5	-3	0
COc1ccc(C(NC(=O)c2c(F)c(F)c(F)c(F)c2F)c2ccccc2)cc1 (configuration not stated)
 : -2	4	-2	-0.3	-5	-8	-2	-2	3	7
N#CNC(=Nc1cccc(F)c1)SCc1ccccc1F
 : 4	2	7	-0.2	-1	1	5	2	4	-6
CCOC(=O)c1ccc(NC(=O)CCn2c(=O)oc3ccccc32)cc1
 : -2	2	0	0.4	1	-6	-5	0	0	0
Cc1[nH]c2ccc(C(=O)N3CCN(c4ccccc4Cl)CC3)cc2c1C
 : -4	-6	-1	0.0	18	-3	-15	1	3	-1
CCOC(=O)c1ccc(N2C(=O)CC(NNC(=O)c3ccc(Br)s3)C2=O)cc1 (configuration not stated)
 : -4	0	5	-0.5	-1	9	-13	4	2	-5
Cc1ccc2c(c1)COc1c3ccc(C(=O)N[C@@H](C)CO)cc3nn1-2
 : -181	-1	-7	14*	-2	9	-215	-3	-146	4
Cc1cc(C)cc(OCC(=O)Nc2ccc(N3CCOCC3)cc2N2CCOCC2)c1
 : -4	1	-5	0.0	9	2	-8	0	-2	-8
COc1cc(C2NC(=O)CS2)cc(OC)c1OC (configuration not stated)
 : 1	7	-2	-0.3	13	-11	1	-2	0	-2
CC(C)CNC(=S)NNC(=O)c1nn(C)cc1Cl
 : 4	-1	-3	0.0	4	-5	3	-3	-1	3
O=C(Nc1nnc(-c2ccccc2)s1)c1ccccc1F
 : -3	0	-3	0.5	-4	-3	-2	-2	1	1
O=C(c1cnccn1)N(Cc1ccco1)C1(C(=O)NC2CCCCC2)CCCCC1
 : 2	-6	0	-0.1	-11	10	0	0	-3	9
CC(C)C1Cc2nc(Cl)c(C#N)cc2CO1 (configuration not stated)
 : -4	2	0	0.3	2	8	-9	3	-4	-1
CC(=O)OCC(=O)C1(O)CCC2C3CC(C)C4=CC(=O)CCC4(C)C3C(O)CC21C (configuration not stated)
 : 3	-3	-3	0.2	2	-4	5	0	-1	3
CN(CCNC(=O)CCCOc1cc(=O)n(C)c2ccccc12)Cc1ccccc1
 : 0	-2	21*	-0.6	0	2	2	6	0	3
CC(C)(C)NC(=O)NC(=O)CN1CCCCC1
 : 0	5	3	0.0	5	-13	-4	1	-3	0
CS(=O)(=O)N1CC2CCCN2c2ccc(C(F)(F)F)cc21 (configuration not stated)
 : -2	4	-1	-0.6	-14	-16	-2	2	1	6
Nc1cccc(S(=O)(=O)Nc2ccc(SC(F)F)cc2)c1
 : -1	5	-1	0.4	7	-5	-2	-1	-1	11

Bioassay records as filed in PubChem.

The order is random; 4.1% or so of the library scored in one or more.
